JMJD2A Tudor: qHTS Assay for Inhibitors of JMJD2A-Tudor Domain; Lysine-specific demethylase 4A (Homo sapiens), O75164; AlphaScreen JMJD2A-Tudor / H3K4me3 peptide binding; Potency, µM (series often up to 114 µM), for the others: top-dose activity change, negative = inhibition, most hits filed as inhibitors; actives 4.4% (n = 390,000); AID 504339, 2011; also: potency is read from the fitted curve at half-maximal effect; % is scaled to controls: 0 for no effect and ±100 for the full control effect; nearly all actives have a fitted effect of over 50% in size
POLH inh: qHTS for Inhibitors of Polymerase Eta | recombinant Pol eta, fluorescent DNA replication assay | DNA polymerase eta (Homo sapiens), Q9Y253 | Potency, µM (series often up to 114 µM), without a hit: at the highest dose activity change, negative = inhibition, hits mostly inhibitors | actives 1.2% (n = 390,000); also: potency is read from the fitted curve at half-maximal effect; % is scaled to controls: 0 for no effect and ±100 for the full control effect
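Pol eta at 10 nM preincubated with compounds 15 min at room temperature; reaction started with fluorescent substrate (50 nM final) and read kinetically at 0 and 10 min.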
GLS inhibitor: qHTS for Inhibitors of Glutaminase (GLS). GLS enzymatic activity, qHTS titration. Potency, µM (series often up to 45.5 µM), for the others: at the top dose activity change, negative = inhibition, actives largely listed as inhibitors. actives 0.21% (n = 410,000). AID 624170, 2012. Glutaminase kidney isoform, mitochondrial (Homo sapiens), O94925; also: potency is read from the fitted curve at half-maximal effect; % is scaled to controls: 0 for no effect and ±100 for the full control effect
Target sequence (O94925 whole entry, looked up, canonical isoform): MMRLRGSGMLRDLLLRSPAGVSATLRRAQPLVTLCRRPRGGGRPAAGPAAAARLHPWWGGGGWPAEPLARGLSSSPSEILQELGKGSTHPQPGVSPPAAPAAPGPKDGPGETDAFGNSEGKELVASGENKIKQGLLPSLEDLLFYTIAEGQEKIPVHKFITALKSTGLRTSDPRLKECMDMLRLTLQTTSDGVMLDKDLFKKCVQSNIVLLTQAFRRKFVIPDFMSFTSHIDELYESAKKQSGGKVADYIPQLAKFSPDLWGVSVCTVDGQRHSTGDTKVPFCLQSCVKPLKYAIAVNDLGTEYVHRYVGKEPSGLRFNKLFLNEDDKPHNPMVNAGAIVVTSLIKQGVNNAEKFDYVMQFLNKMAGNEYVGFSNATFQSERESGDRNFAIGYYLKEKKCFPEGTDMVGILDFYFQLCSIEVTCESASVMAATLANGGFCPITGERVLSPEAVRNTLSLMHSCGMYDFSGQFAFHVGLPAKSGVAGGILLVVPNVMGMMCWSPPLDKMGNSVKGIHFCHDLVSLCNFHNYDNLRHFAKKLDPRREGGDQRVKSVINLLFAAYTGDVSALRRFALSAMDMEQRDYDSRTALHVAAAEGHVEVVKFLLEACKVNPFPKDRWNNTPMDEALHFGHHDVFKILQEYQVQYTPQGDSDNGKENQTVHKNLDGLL
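Enzyme dispensed in phosphate buffer (45 mM, pH 8.2, 0.02% Tween-20), compounds pinned in, then 1 mM L-glutamine solution and the glutamate oxidase–HRP–Amplex Red mix added; fluorescence read immediately and again after 30 min at room temperature.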
PGK inhibitor: qHTS Assay to Find Inhibitors of Phosphoglycerate Kinase | Phosphoglycerate kinase, glycosomal (Trypanosoma brucei brucei), P07378 | PGK/GAPDH coupled, Kinase-Glo luminescence, 60 min | Potency, µM (series often up to 57.5 µM), for inactives: at the highest dose activity change, negative = inhibition, hits mostly inhibitors | actives 0.043% (n = 380,000); also: potency is read from the fitted curve at half-maximal effect; % is scaled to controls: 0 for no effect and ±100 for the full control effect; nearly all actives have a fitted effect of over 60% in size
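Recombinant glycosomal PGK reaction used 1,3-bisphosphoglycerate generated in-well by GAPDH (100nM final) in 100mM TEA pH 7.6, 5mM MgCl2, 0.01% Tween-20. After 60 minutes at room temperature, ATP was read by Kinase-Glo Plus luminescence end-point.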
HP1b binding inh: HTS for Inhibitors of HP1-beta Chromodomain Interactions with Methylated Histone Tails; Potency, µM (doses to about 114 µM), inactives show top-dose activity change, negative = inhibition, actives largely listed as inhibitors; actives 0.56% (n = 390,000); AID 540317, 2011; Chromobox protein homolog 1 (Homo sapiens), P83916; AlphaScreen HP1-beta / biotin-H3K9me3 peptide binding; also: potency is read from the fitted curve at half-maximal effect; nearly all actives have a fitted effect of over 70% in size; inactives centre near 23
Target sequence (P83916 whole entry, looked up): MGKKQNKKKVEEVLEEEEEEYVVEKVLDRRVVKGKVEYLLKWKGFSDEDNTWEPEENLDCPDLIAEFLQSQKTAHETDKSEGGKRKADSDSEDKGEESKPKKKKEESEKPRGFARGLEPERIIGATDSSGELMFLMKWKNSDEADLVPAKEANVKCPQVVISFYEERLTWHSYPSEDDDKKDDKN
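AlphaScreen: HP1-beta (50 nM) preformed 30 min with biotin-H3(1-18)K9me3 peptide (50 nM) in PBS pH 7.4, 0.01% Tween-20. Compound added for 30 min at RT, then streptavidin donor/nickel chelate acceptor beads (10 ug/mL) for 30 min.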
Pin1 inhibitor: qHTS Assay to Find Inhibitors of Pin1; Pin1 FP peptide displacement, HiFluor488, 10 min; actives 0.009% (n = 390,000); AID 504891, 2011; Peptidyl-prolyl cis-trans isomerase NIMA-interacting 1 (Homo sapiens), Q13526; Potency, µM (series often up to 115 µM), inactives show top-dose activity, negative = inhibition, hits mostly inhibitors; active = well fitted inhibition curve with a large enough effect in the polarisation, with a control signal flat, not every such curve was filed as active; inconclusive = small, poorly fitted or top-dose-only effect, or effect the other way, or a change in a side signal; inactive = no such curve, though single readings can be large or run the other way; the % refers to the polarisation; also: potency is read from the fitted curve at half-maximal effect; % is scaled to controls: 0 for no effect and ±100 for the full control effect
Target sequence (Q13526 whole entry, looked up): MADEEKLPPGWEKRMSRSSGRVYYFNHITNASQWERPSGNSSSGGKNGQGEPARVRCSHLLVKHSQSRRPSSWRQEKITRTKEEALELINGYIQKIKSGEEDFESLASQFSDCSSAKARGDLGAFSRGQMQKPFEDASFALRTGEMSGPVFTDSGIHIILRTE
BAZ2B block: qHTS Assay for Inhibitors of BAZ2B. Potency, µM (doses to about 114 µM), for the others: top-dose activity change, negative = inhibition, hits mostly inhibitors. AID 504333, 2011. AlphaScreen BAZ2B-H3K14Ac peptide displacement. actives 4.4% (n = 360,000); also: potency is read from the fitted curve at half-maximal effect; % is scaled to controls: 0 for no effect and ±100 for the full control effect; nearly all actives have a fitted effect of over 60% in size
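Complex of BAZ2B and biotin-H3K14Ac (50 nM apiece) forms over 30 min at RT, then faces library compounds up to 110 uM for another 30 min; AlphaScreen beads added, 20 min dark incubation, luminescence read.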
G9a inh: qHTS Assay for Inhibitors of Histone Lysine Methyltransferase G9a; G9a H3K9 monomethylation, AlphaScreen, 2 h; actives 8.8% (n = 350,000); Potency, µM (highest dose often 102 µM), inactives show top-dose activity, negative = inhibition, hits mostly inhibitors; Histone-lysine N-methyltransferase EHMT2 (Homo sapiens), Q96KQ7; also: potency is read from the fitted curve at half-maximal effect; % is scaled to controls: 0 for no effect and ±100 for the full control effect; nearly all actives have a fitted effect of over 75% in size
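Chemiluminescent proximity detection of H3K9 monomethylation, read after 10 min bead incubation in the dark. Reaction: 20 nM G9a, 500 nM biotin-H3K9 peptide, 20 uM SAM cofactor, 2 h, room temperature, following 15 min enzyme-compound preincubation.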
PI4K2A block: qHTS for small molecular inhibitors of PI4K2A; AID 1346378, 2018; activity change, negative = inhibition, % at 76.9 µM; Phosphatidylinositol 4-kinase type 2-alpha (Homo sapiens), Q9BTU6; actives 0.13% (n = 420,000); purified PI4K2A, ADP-Glo luminescence, 1 h; hits give low values; in the data active = activity change below about -50%; inconclusive = mostly about -30% to -49%;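 also: -100% = wells without enzyme as full effect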
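PI4K2A activity was measured by ADP-Glo luminescence: enzyme (4 ug/mL stock) and phosphatidylinositol (1.2 mM stock) in Tris pH 7.5/MgCl2/EGTA/Triton X-100 buffer were reacted with ATP (300 microM stock) for one hour at ambient temperature.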
Numbers without * were called inactive; i = inactive; ? = inconclusive; · = not tested or not shown; & = joins results of further samples; [ ] = dose if it differs, or a comment. Unless noted, calls follow the shape of the dose curve; as a rule, active = well fitted curve in the direction sought with a large enough effect; inconclusive = small, poorly fitted or top-dose-only effect, or another doubt; inactive = no such curve, though single readings can be large; an effect the other way counts as inactive or inconclusive.

PI4K2A block,GLS inhibitor,HP1b binding inh,POLH inh,JMJD2A Tudor,G9a inh,BAZ2B block,PGK inhibitor,Pin1 inhibitor,SMILES
-3,-11%,29%,-19%,14%,11%[2.33 µM],6%,-10%,3%,CSC(=NCc1cccnc1)NS(=O)(=O)c1cccs1
4,42%[activator],·,-22%,·,·,·,0%,·,CCN(CC)c1ccc(NC(=O)COC(=O)CCc2cc(OC)c(OC)c(OC)c2)cc1
14,-3%,?,-3%,3.2µM*,?,50µM*,·,4%,O=C(CN1CCN(c2ncccn2)CC1)NCCC1=CCCCC1
-56*,14µM*,8.9µM*,2.8µM*,45µM*,1.8µM*,11µM*,?,19µM*,CC(=O)c1ccc(NC(=O)c2ccc3nc(-c4ccco4)c(-c4ccco4)nc3c2)cc1
-4,6%,12%,-10%,-11%,0%,1%,9%,6%,COc1cccc(CNC(=O)CCNS(=O)(=O)c2cccc3nonc23)c1
-6,1%,39%[activator],-9%,11%,·,·,7%,7%,CC(=O)Nc1ccc(S(=O)(=O)N[C@@H](C)C(=O)N2CCN(c3ccccn3)CC2)cc1
-20,2%,45%[activator],-25%,-23%,12%[12.7 µM],-1%,-2%,1%,O=C(NCCN1C(=O)S/C(=C/c2cccnc2)C1=O)C1=NN(c2ccccc2)C(=O)CC1
1,3%,12%,-4%,-22%,-1%[59 µM],-4%,-14%,-3%,O=C(OCC(=O)c1c[nH]c2ccccc12)c1ccc(Br)o1
-10,5%,56%[activator],-21%,-4%,17%[59 µM],4%,-1%,16%,CCOC(=O)N1CCc2c(sc3c2c(=O)n(Cc2ccccc2)c(=O)n3CC(=O)Nc2cccc(C)c2)C1
-1,19%,21%,-8%,-17%,·,·,2%,-5%,CC[C@]12c3[nH]c4cc(CCC(=O)N(C)C)ccc4c3CCN1C(=O)[C@@H](CC(=O)NCc1cccc(C(F)(F)F)c1)C[C@@H]2C(=O)N1CCN(C(=O)C2CC2)CC1
6,-9%,8%,-9%,?,-3%,-2%,-8%,-8%,CCOc1ccc(NC(=O)CN(C)C(=O)c2n[nH]c(=O)c3ccccc23)cc1OCC
-3,0%,25%,-15%,-10%,·,-1%,6%,-2%,Cc1ccc(C(=O)N2CCN(S(=O)(=O)N3CCCCC3)CC2)cc1
5,-13%,?,-20%,-25%,?,?,-9%,-1%,COc1cccc(/C=C/c2nc(C#N)c(N(C)Cc3ccccc3)o2)c1
-18,13%,-16%,-13%,22µM*,?,4µM*,-1%,-1%&6%,CCC(=O)NC(c1ccc(C)cc1)c1cc([N+](=O)[O-])c2cccnc2c1O (stereo not drawn)
0,7%,26%,-13%,-10%,14%,5%,-5%,6%,COc1ccc(OC)c(S(=O)(=O)Nc2ccc(C(C)=O)cc2)c1
0,4%,19%,-23%,16%,-3%,4%,i,0%,CC(=O)Nc1cccc(N2C(=O)CCC2=O)c1
-1,-11%,26%,-4%,11%,12%[59 µM],-4%,-10%,6%,COC(=O)c1ccc(NC(=O)C2CCCN2S(=O)(=O)c2ccc(F)cc2)cc1 (stereo not drawn)
-1,13%,16%,-3%,-18%,12%,-11%,7%,-9%,Cc1ccc(C(=O)NCCS(=O)(=O)N2CCN(c3ccccc3F)CC2)cc1[N+](=O)[O-]
-5,-14%,10%,-17%,-21%,-6%,-23%,i,11%,Cc1nnc(NC(=O)CSC2=NN3CCCC(=O)N=C3S2)s1
-1,-2%,29%,13%,-2%,58%[activator],-17%,2%,0%,CN(C)C(=O)CN1C(=O)NC2(CCCc3ccccc32)C1=O (stereo not drawn)
3,4%,14%,-20%,-27%,30%[12.7 µM],17%,0%,-4%,CCCCCCCCCCCCCCCC(=O)NCCc1c[nH]c2ccccc12
-1,2%,-24%,1%,-15%,21%,-11%,0%,1%,Cc1ccccc1NC(=O)NCC1CCN(c2ccc(S(=O)(=O)N3CCOCC3)cc2)CC1
-3,-15%,6%[57 µM],-11%,-14%,·,·,-1%,1%,OC1C2CCC(C2)C1CN1CCOCC1 (stereo not drawn)
-1,1%,14%,-17%,-10%,16%[59 µM],-7%,6%,6%,Cc1ccc(OCC(=O)OCc2cc(=O)n3nc(C4CCCCC4)sc3n2)cc1C
-2,2%,39%[activator],2%,-5%,?,1%,-7%,-9%,Cc1ccc(Cl)c(OC(=O)Cn2cnc3c2c(=O)n(C)c(=O)n3C)c1
1,2%,49%,2%,-4%[57.1 µM],4%[12.7 µM],14%,6%,-15%,Fc1c(F)c(F)c(CSc2nc3ccccc3[nH]2)c(F)c1F
8,-4%,23%,-15%,-19%,·,·,1%,?,Clc1ccc(C(c2nnnn2C2CCCC2)N2CCN(c3nc4ccccc4s3)CC2)cc1 (stereo not drawn)
-1,-25%,33%,-10%,-2%,-11%,3%,i,-1%,COC(=O)CC(NC(=O)c1ccc(C)cc1)c1ccccc1 (stereo not drawn)
0,1%,23%,-13%,-3%,27%[59 µM],3%,-7%,-1%,CN(c1ccccc1C(N)=O)S(=O)(=O)c1ccccc1
-2,0%,34%,-17%,10%,·,9%,i,1%,CC(C)(C)OC(=O)NCCc1nnc(SCc2cccc(Cl)c2)o1
0,0%,36%,-24%,3%,50µM*,-38%,2%,-1%,O=C(O)CCN1CCc2ccccc2C1c1cccs1 (stereo not drawn)
-1,-3%,35%,-2%,-10%,-10%[59 µM],16%,-7%,1%,CC1CCCC(NC2CCCCNC2=O)C1 (stereo not drawn)
-10,7%,-30%,?,?,·,·,-8%,11%,CCOC(=O)c1c(NC(C)=O)sc2c1CCC(C=NCCCN(CC)CC)=C2Sc1ccccc1
3,4%,13%,-21%,5%,15%,-19%,5%,-2%,CC(Oc1ccc(Cl)cc1)C(=O)Nc1ccc(S(=O)(=O)N2CCOCC2)cc1 (stereo not drawn)
-1,-11%,-14%,-19%,5%,?,-5%,-3%,0%,CC1(C)Cc2c(sc3nc4n(c(=O)c23)CCC4)CO1
-2,-6%,55%[activator],-11%,-5%,·,9%,i,-19%,Cc1ccc(C)c(NC(=O)CCN2CCCC(C)C2)c1 (stereo not drawn)
-3,11%,50%[activator],-20%,-21%,-32%,-10%,-8%,-3%,Cc1ccccc1CN(c1ccc(C(=O)NCc2ccccn2)cc1)S(C)(=O)=O
3,3%,-5%,-20%,-31%,-11%,-6%,-4%,-7%,CC(OC(=O)CSc1ccc([N+](=O)[O-])cc1)C(=O)NCc1ccco1 (stereo not drawn)
-6,14%,20%,-6%,-28%,?,-13%,-1%,14%,Cc1noc(C)c1C(=O)Nc1ccc(N(C)C)cc1
-5,3%,6%,-4%,-13%,?,-28%,-1%,2%,CN1CCN(Cc2cc(=O)oc3ccc(Cl)cc23)CC1
2,32%[activator],6%,-1%,-10%,?,-14%,4%,4%,COc1cc(/C=N/NC(=O)c2cccc3ccccc23)cc(OC)c1O
-8,-2%,30%,6%,-28%,?,-38%,-3%,-1%,CCCn1c(=O)[nH]c(=O)c2c1nc(-c1ccc3c(c1)OCCO3)n2CCN1CCOCC1
-2,1%,35%,1%,-18%,24%,-3%,-3%,4%,O=C(NCC(=O)N1CCN(Cc2ccccc2)CC1)c1ccc(Cl)cc1
6,-1%,24%,-11%,-28%,5%[0.501 µM],-16%,-7%,6%,COc1ccc(C(=O)C2CCN(C(=S)NCCc3ccc(OC)c(OC)c3)CC2)cc1
-2,33%[activator],42%[activator],-16%,-11%,-1%[2.33 µM],1%,3%,1%,Cc1ccc(S(=O)(=O)N2[C@@H](c3cccc(Cl)c3)C(C(=O)O)=CC[C@H]2c2cccs2)cc1
-8,-2%,30%,-23%,-10%,3%[0.501 µM],4%,1%,5%,COc1cc(C(=O)OCC(=O)Nc2cccc(S(=O)(=O)N3CCOCC3)c2)ccc1OCC(C)C
3,0%,18%,5%,-13%,-7%[59 µM],?,5%,6%,O=C(CNC(=O)c1cccc(Br)c1)N/N=C/c1cccs1
-8,0%,·,-9%,·,·,·,i,·,C[C@@H]1CN([C@@H](C)CO)S(=O)(=O)c2ccc(C#CC3CCCCC3)cc2O[C@@H]1CN(C)Cc1cccnc1
13,0%,23%,-5%,-12%,-2%[59 µM],8%,i,4%,Cc1ccc(S(=O)(=O)/C(=C/Cl)NC(=O)c2ccccc2)cc1
2,-2%,38%,-4%,-14%,-30%[59 µM],0%,3%,2%,CCOc1ccc(C2C(C(=O)Nc3ccccc3)=C(C)Nc3nc(SCc4cccc(OC)c4)nn32)cc1 (stereo not drawn)
-3,0%,21%,-10%,-14%,-5%,-3%,-9%,2%,CN(C)C(=O)COC(=O)/C=C/c1cn(-c2ccccc2)nc1-c1cccs1

Assay outcomes deposited in PubChem by National Center for Advancing Translational Sciences (NCATS).

Only part of the results is shown (hit frequency here may not be typical).
